MrgX1 antagonist: human MrgX1 receptor antagonism, primary screen; MRGX1-HEK293 calcium flux, Fluo-4, BAM8-22 antagonism; stronger effect = lower value; hit rate 1.3% among 310,000; Q96LB2; B-score at 10 µM;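 active means calcium-response B-score plate-corrected more than 3 library SD below zero, starting fluorescence within 5 deviations, no agonist response on first addition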;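 further: peak minus trough fluorescence over baseline after final BAM8-22 challenge near maximal dose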
Target sequence (Q96LB2 whole entry, looked up): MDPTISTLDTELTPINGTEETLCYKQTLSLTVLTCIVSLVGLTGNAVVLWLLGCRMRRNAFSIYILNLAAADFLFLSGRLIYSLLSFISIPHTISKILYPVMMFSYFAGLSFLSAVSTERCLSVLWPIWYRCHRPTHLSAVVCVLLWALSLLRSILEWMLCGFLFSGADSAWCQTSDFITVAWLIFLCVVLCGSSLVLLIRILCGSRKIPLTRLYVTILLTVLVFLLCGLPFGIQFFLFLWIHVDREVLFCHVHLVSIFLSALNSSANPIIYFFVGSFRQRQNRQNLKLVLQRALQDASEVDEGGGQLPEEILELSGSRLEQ
TRPC4 inh: blocks the mouse TRPC4 cation channel; HEK293 TRPC4beta/mu-opioid, DAMGO-evoked Fluo4 calcium flux; stronger effect = lower value; B-score at 10 µM; hit rate 0.39% among 300,000; AID 2247;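 active means B-score over 3 SD under the library average, no early fluorescence shift, positive overall ratio signal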
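Assay system: HEK293 cells with stable TRPC4beta plus mu-opioid receptor expression; Probe or stimulus: DAMGO in two steps, submaximal then maximal; Dosing: single-point compound dosing; Measured by: Fluo4 calcium-dye fluorescence, kinetic read; Read-out basis: B score from integrated Fluo4 fluorescence ratio.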
MrgX1 agonist: agonists of human MrgX1 receptor. Q96LB2. MrgX1-HEK293 cells, Fluo-4 calcium fluorescence, agonist mode; stronger effect = higher value. B-score at 10 µM. hit rate 0.44% among 310,000;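 active means calcium response B-score plate-corrected fluorescence ratio at least 3 library SD, with starting fluorescence B-score inside 5 SD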
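Test system: HEK293 cells stably expressing human MrgX1 receptor; Input: fifteen thousand cells per well; Dosing: compound delivered in addition one of three; Schedule: overnight seeding, then 1 h dark dye loading; Technique: Fluo-4 NW calcium fluorescence; Measure: B-scored fluorescence response ratio; Controls: positive and negative controls per plate.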
TRPC6 act: activates the mouse TRPC6 cation channel | HEK293-TRPC6 membrane potential dye fluorescence; stronger effect = higher value | Q61143 | hit rate 0.13% among 310,000 | B-score at 10 µM | AID 2550;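 active means B-score of the integrated fluorescence ratio above library mean plus 3 SD, and starting fluorescence ratio within library mean plus 5 SD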;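 further: higher score means more depolarization so channel activation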
TRPC4 PAM: allosteric potentiators of mouse TRPC4 channel; AID 2227; HEK293 TRPC4beta/mu-opioid, DAMGO EC20, Fluo-4 Ca2+ flux; stronger effect = higher value; Q9QUQ5; hit rate 0.42% among 310,000; B-score at 10 µM;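 active means B-score of calcium response area above 5 SD of library B-scores, with initial fluorescence ratio within 5 SD of library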;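 further: B-score of integrated fluorescence ratio over time as area under calcium response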
TRPC6 inh: mouse TRPC6 channel inhibition; Q61143; HEK293-TRPC6, membrane potential dye, ACh-evoked depolarization; stronger effect = lower value; B-score at 10 µM; hit rate 1.1% among 310,000;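 active means B-score under library mean minus 3 SD, initial fluorescence not abnormally high, positive integrated signal ratio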;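 further: B-score derived from integrated fluorescence ratio over the kinetic read; more negative B-score means stronger inhibition of depolarization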
AI-2 QS modul: modulates the Vibrio harveyi AI-2 quorum sensing system. hit rate 0.4% among 300,000. Vibrio harveyi JMH597 AI-2 luminescence/OD600 ratio, 9 h; stronger effect = lower value; strain lacks LuxN and CqsS sensors; 0 = neutral-control median. activity change, % at 7.5 µM; in the data active means activity change below about -75%, passing the limit was not always enough;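 further: luminescence divided by OD600 gain over 9 h not by final OD600 alone; inactives centre near 13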
MrgX1 PAM: allosterically activates human MrgX1 receptor signaling; Q96LB2; MrgX1-HEK293, Fluo-4 calcium flux, FDSS; stronger effect = higher value; B-score at 10 µM; hit rate 0.63% among 310,000;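 active means plate-corrected calcium response at least 3 library SD above typical, normal starting fluorescence, not activating the receptor alone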;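 further: compound read alongside a low EC10 to EC30 dose of BAM8-22 agonist; peak minus trough fluorescence over baseline measured at the second addition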
HIF activator: HIF pathway transcriptional activation; hit rate 0.32% among 300,000; activation, % at 7.5 µM (by protocol); U2OS HRE-luciferase reporter, luminescence; normalized: DMSO 0%, desferrioxamine 100%;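 active means mean activation of at least 10% of the iron chelator positive control signal, with at least half of replicates also reaching 10%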
PolyA inh: yeast polyadenylation inhibition. S. cerevisiae SKY197-pL101 polyadenylation reporter, beta-gal luminescence; efflux-impaired pdr1/pdr3 knockout yeast; score 100 = 6 SD above DMSO. calls only at 12 µM. hit rate 0.02% among 300,000. AID 1875;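 active means lowest replicate activity score at least 50, where 100 means six control SD above control mean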;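 further: yeast exposed to compound for 9 h at 30 °C; higher score means more reporter readthrough which indicates perturbed polyadenylation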
TRPC4 act: TRPC4 (mouse) channel activation; Q9QUQ5; HEK293 TRPC4beta/mu-opioid, Fluo4 calcium fluorescence; stronger effect = higher value; B-score at 10 µM; hit rate 0.49% among 310,000; AID 2237;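 active means B-score above 5 SD of library B-scores, and initial fluorescence ratio not above library mean plus 5 SD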;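 further: positive B-score marks a calcium rise read as TRPC4 activation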
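Assay system: HEK293 stable line with TRPC4beta plus mu-opioid receptor; schedule: 45 min room-temperature Fluo4 loading, 110 s read; technique: kinetic Fluo4 calcium fluorescence; evaluation: integrated baseline-normalised fluorescence ratio, converted to per-well B score; controls: buffer (low) and maximal DAMGO (high)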
* hit, by the source's call; i = inactive; . = no result given. The list is partial; count on the stated rates, not on these rows.

structure | MrgX1 antagonist | TRPC4 inh | MrgX1 agonist | TRPC6 act | TRPC4 PAM | TRPC6 inh | AI-2 QS modul | MrgX1 PAM | HIF activator | PolyA inh | TRPC4 act
COc1cc2c(CCNC(C)=O)c[nH]c2cc1O | i | i | i | i | i | i | 6.8 | i | -0.2 | i | i
CCCC(C)NC(=O)CN(c1ccc2c(c1)OCCO2)S(=O)(=O)c1ccccc1 (stereo unspecified) | i | i | i | i | i | i | 10.9 | i | 0.3 | i | i
Cc1cc2ccc(C)c(C)c2nc1SCC#N | i | i | i | i | i | i | -0.8 | i | -0.6 | i | i
CC(C)C(=O)N1CCN(c2ccccc2NC(=O)c2ccc(C#N)cc2F)CC1 | i | i | i | i | i | i | -2.5 | i | -0.1 | i | i
CCCOC(=O)C1=C(C)NC(=O)NC1c1cc2c(cc1Br)OCO2 (stereo unspecified) | i | i | i | i | i | i | 7.2 | i | -0.1 | i | i
CC1=C(C)CC(C(=O)NC2CCN(C(C)C)CC2)C(C(=O)O)C1 (stereo unspecified) | i | i | i | i | i | i | 20.7 | i | 0.6 | i | i
CCOc1ccc(C(=S)N2CCN(C)CC2)cc1 | i | i | i | i | i | i | 17.1 | i | -0.1 | i | i
COc1ccc(C(=O)Oc2c(C)occc2=O)cc1OC | i | i | i | i | i | i | 1.1 | i | -0.5 | i | i
OC1(c2ccccc2)C/C(=N\n2cnnc2)C=C1c1ccccc1 (stereo unspecified) | i | i | i | i | i | i | 6.6 | i | 0.1 | i | i
Cc1ccc(NC(=O)c2c(F)cccc2Cl)cc1NS(C)(=O)=O | i | i | i | i | i | i | 2.8 | i | -0.4 | i | i
Cn1c(SCC(=O)NC(C)(C)C)nc(O)cc1=O | i | i | i | i | i | i | 15.2 | i | -0.3 | i | i
CN(C)c1c([N+](=O)[O-])ncn1C | i | i | i | i | i | i | 20.6 | i | 0.4 | i | i
Cc1ccc(S(=O)(=O)N2CCN(C(=O)CN3C(=O)NC4(CCCC4)C3=O)CC2)c(C)c1 | i | i | i | i | i | i | 5.7 | i | 0.0 | i | i
COCCNC(=O)CN(CCc1ccccc1)S(=O)(=O)c1ccc(OC)cc1 | i | i | i | i | i | i | 25.2 | i | 0.3 | i | i
COc1ccccc1CNC(=O)COc1ccc(S(=O)(=O)N2CCOCC2)cc1 | i | i | i | i | i | i | -15.4 | i | 0.4 | i | i
CN(CC(=O)Nc1ccccc1C(F)(F)F)C(=O)c1cc([N+](=O)[O-])ccc1N1CCOCC1 | i | i | i | i | i | i | 23.2 | i | 0.3 | i | i
CCCCN(C)C(=O)CCCc1c[nH]c2ccccc12 | i | i | i | i | i | i | 23.8 | i | 3.6 | i | i
O=C(NN=C1CCC(c2ccccc2)CC1)c1cc2c(s1)CCCC2 (stereo unspecified) | i | i | i | i | i | i | 12.7 | i | 0.0 | i | i
COC(=O)c1c(/N=C/NOCc2ccc(Cl)cc2)sc2c1CCN(c1ncc(C(F)(F)F)cc1Cl)C2 | i | i | i | i | i | i | 13.8 | i | -0.2 | i | i
CC(C)C1CC(C(=O)Nc2ccccc2)C(=O)O1 (stereo unspecified) | i | i | i | i | i | i | 11.7 | i | 0.4 | i | i
Cc1ccc(S(=O)(=O)N2CCOCC2)cc1NC(=O)COC(=O)Cc1ccsc1 | i | i | i | i | i | i | 12.7 | i | 0.5 | i | i
COc1cc(NC(=O)CSc2ncnc3sc4c(c23)CCCC4)c(C(=O)O)cc1OC | i | i | i | i | i | i | 18.4 | i | -0.2 | i | i
COc1ccc(OC)c(N2C(=NC(=O)C3CCCCC3)SC3CS(=O)(=O)CC32)c1 (stereo unspecified) | i | i | i | i | i | i | 35.7 | i | -0.4 | i | i
O=c1[nH]c2ccc(S(=O)(=O)N3CCN(Cc4ccccc4)CC3)cc2[nH]c1=O | i | i | i | i | i | i | 13.6 | i | -0.4 | i | i
CC1CCN(S(=O)(=O)N2CCC(C(=O)O)CC2)CC1 | i | i | i | i | i | i | 4.7 | i | -0.2 | i | i
O=C(O)/C=C/C(=O)NC1CCC(CC2CCC(NC(=O)/C=C/C(=O)O)CC2)CC1 (stereo unspecified) | i | i | i | i | i | i | 21.2 | i | 0.1 | i | i
CC(C)CC(=O)Nc1ccc(C(=O)Nc2cccc(O)c2)cc1 | i | i | i | i | i | i | 32.7 | i | 3.1 | i | i
O=C(Nc1cc(C(F)(F)F)ccc1N1CCOCC1)c1ccccc1 | i | i | i | i | i | i | 21.3 | i | -0.4 | i | i
CC(C)Oc1ccc(C2NC(=O)c3ccccc3O2)cc1 (stereo unspecified) | i | i | i | i | i | i | 8.5 | i | -0.5 | i | i
O=C(COC(=O)c1cc2c(s1)CCC2)Nc1ccc(F)cc1 | i | i | i | i | i | i | 24.3 | i | -0.1 | i | i
Nc1ccc(S(=O)(=O)N2CCOCCOCCOCCOCCOCC2)cc1 | i | i | i | i | i | i | 7.8 | i | -8.8 | i | i
O=C(c1ccc2c3c(cccc13)CC2)C1CCCN(C(=O)c2ccc(=O)[nH]c2)C1 (stereo unspecified) | i | i | i | i | i | i | 5.6 | i | 0.2 | i | i
COC(=O)c1nnn(CC(=O)NC(=O)Nc2ccc(F)cc2)c1C(=O)OC | i | i | i | i | i | i | 4.2 | i | -0.3 | i | i
COc1cc(OC)c(C(=O)N/N=C/c2ccoc2)cc1OC | i | i | i | i | i | i | 17.2 | i | 1.3 | i | i
Cn1c(Cn2c(=O)sc3ccccc32)nnc1SCC(=O)NCc1ccccc1Cl | i | i | i | i | i | i | -4.1 | i | -0.4 | i | i
COc1ccc(S(=O)(=O)N2CCC(C)CC2)cc1OC | i | i | i | i | i | i | 9.9 | i | -0.5 | i | i
COc1ccc(N=c2sc3ccccc3n2C)cc1 | i | i | i | i | i | i | 16.3 | i | 3.5 | i | i
CCCCCn1ccc(=O)c2c(C(F)(F)F)nccc21 | i | i | i | i | i | i | 21.3 | i | 1.1 | i | i
CCc1nnc(NC(=O)CSc2nnc(COc3ccccc3)n2Cc2ccccc2)s1 | i | i | i | i | i | i | 10.2 | i | -0.3 | i | i
CN(C)NC(=O)c1ccsc1NC(=O)c1ccc(S(=O)(=O)N(C)C)cc1 | i | i | i | i | i | i | 4.3 | i | -0.2 | i | i
Cc1[nH]n(-c2ccccc2)c(=O)c1C(c1ccccc1[N+](=O)[O-])C(C#N)C#N (stereo unspecified) | i | i | 35.9* | i | i | i | 8.9 | i | 0.5 | i | i
O=C(N/N=C/c1cccc(OCc2ccccc2)c1)c1ccc(Br)o1 | i | i | i | i | i | i | -12.9 | i | 0.5 | i | i
O=C(Cc1ccc(Cl)cc1)Nc1ccc(N2CCCC2)cc1 | -5.35* | . | i | . | . | . | 17.1 | i | -0.6 | i | .
CC1CCC(NC(=O)CN(C)S(=O)(=O)c2cnc[nH]2)CC1 (stereo unspecified) | i | i | i | i | i | i | 18.0 | i | -2.1 | i | i
O=C(CCc1ccccc1)Nc1ccnn1C1CCN(Cc2ccc(OCCO)cc2)CC1 | i | i | i | i | i | i | 2.4 | i | 0.1 | i | i
O=C(CN1C(=O)/C(=C/c2ccccc2)SC1=S)NC1CCS(=O)(=O)C1 (stereo unspecified) | i | i | i | i | i | i | 24.5 | i | -0.3 | i | i
Cc1ccc(S(=O)(=O)N2CN(CC3CCCO3)c3nc4ccccc4nc32)c(C)c1 (stereo unspecified) | i | i | i | i | i | i | 1.1 | i | -0.6 | i | i
O=C(NNC(=S)Nc1ccc(F)c(Cl)c1)C1CC1 | i | i | i | i | i | i | 0.4 | i | 1.3 | i | i
COC(=O)c1ccc(NC(=S)NCCc2ccc(OC)cc2)cc1 | i | i | i | i | i | i | -1.1 | i | . | i | i
Cc1ccc(C)c2[nH]c(=O)c(CN(CC3CCCO3)C(=S)NCc3ccco3)cc12 (stereo unspecified) | i | -6* | i | i | i | i | 12.8 | i | -1.0 | i | i
Cc1c(C(=O)NCCCc2ccccc2)cccc1[N+](=O)[O-] | i | i | i | i | i | i | 18.0 | i | 0.2 | i | i
Nc1nc(Oc2ccc(F)cc2)c(Br)c(=O)[nH]1 | i | i | i | i | i | i | . | i | -0.1 | i | i
Cc1cc[n+](CC2OCc3ccccc3CO2)cc1 | i | i | i | i | i | i | 14.8 | i | 0.0 | i | i
O=C(CS(=O)(=O)c1cn(CC(=O)N2CCOCC2)c2ccccc12)NCc1ccccc1 | i | i | i | i | i | i | 17.9 | i | 0.0 | i | i
O=C(c1ccc2ccccc2c1)N1CCCC1 | i | i | i | i | i | i | 21.3 | i | 2.6 | i | i
O=C(NC12CC3CC(CC(C3)C1)C2)c1cccc([N+](=O)[O-])c1 | i | i | i | i | i | i | 24.5 | i | -12.0 | i | i
COc1ccc(CNC(=O)NC2CCCCC2)cc1 | i | i | i | i | i | i | -87.4* | i | 1.3 | i | i
O=C(O)c1ccc(NC(=O)c2cccs2)cc1 | i | i | i | i | i | i | 23.9 | i | -0.1 | i | i
CC1(C)C2C(Cl)(Cl)C2(C)c2ccccc2N1C=O (stereo unspecified) | i | i | i | i | i | i | 20.8 | i | 0.0 | i | i
COc1ccc2ccc(Oc3ncccn3)cc2c1 | i | i | i | i | i | i | -10.8 | i | 0.5 | i | i

(continued)
structure | MrgX1 antagonist | TRPC4 inh | MrgX1 agonist | TRPC6 act | TRPC4 PAM | TRPC6 inh | AI-2 QS modul | MrgX1 PAM | HIF activator | PolyA inh | TRPC4 act
CCOC(=O)C1(CCOc2ccccc2)CCN(Cc2ccc(C)o2)CC1 | i | -6* | i | i | i | i | 10.3 | i | -0.3 | i | i
CCc1ccc(CN(C)C(=O)CCc2nnc(-c3ccc(-c4ccccc4)cc3)o2)nc1 | i | i | i | i | i | i | 20.3 | i | -1.3 | i | i
O=C(Cn1c(NCCCO)nc2ccccc21)c1ccc(Cl)cc1 | i | i | i | i | i | i | 40.0 | i | -11.6 | i | i
CCOc1ccc(-n2c(N)c(C(=O)NCc3ccco3)sc2=S)cc1 | i | i | i | i | i | i | 1.7 | i | -0.5 | i | i
CCOC(=O)COc1ccc(S(=O)(=O)N2CCN(C(=O)OCC)CC2)cc1 | i | i | i | i | i | i | 14.7 | i | . | i | i
Cc1ccnc2nc(C(=O)OCC(=O)NCCc3ccccc3)nn12 | i | i | i | i | i | i | 22.1 | i | -0.2 | i | i
